Bioassay records from PubChem BioAssay.
Platelet DG rel = inhibitors of platelet dense granule secretion, primary screen, cell-based, MLPCN, human platelets | AID 1663, 2009 | actives 0.22% (n = 300,000) | human platelet-rich plasma, SFLLRN dense granule ATP release, luminescence | inhibition, %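 (compounds screened at 7.5 µM in platelet-rich plasma)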;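 active = mean replicate score, as percent of positive control, at or above 50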
hERG rescue = hERG rescue from dofetilide block, primary screen, cell-based, CHO-hERG, FluxOR thallium flux, dofetilide IC70. AID 1511, 2009. Voltage-gated inwardly rectifying potassium channel KCNH2 (Homo sapiens), Q12809. actives 0.51% (n = 310,000). activation (rescue from dofetilide block), less the hit threshold, % at 10 µM. dofetilide IC70 present;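 active = activation above the mean of controls blocked by dofetilide plus 5 SD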;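 also: thallium influx through hERG after potassium depolarization seen as dye fluorescence rise; in these data hits start at about 4.7%; inactives centre near -7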
TRPC4 agonist = activators of mouse TRPC4 channel, primary screen, Fluo4 calcium, HEK293 TRPC4beta/mu-opioid cells | AID 2237, 2010 | actives 0.49% (n = 310,000) | Fluo4 calcium fluorescence; hits give high values | B-score at 10 µM | Short transient receptor potential channel 4 (Mus musculus), Q9QUQ5;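 active = B-score above 5 SD of library B-scores, and initial fluorescence ratio not above library mean plus 5 SD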;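 also: positive B-score marks a calcium rise read as TRPC4 activation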
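Material: TRPC4beta and mu-opioid receptor HEK293 stable cells | Incubation: 45 min room-temperature Fluo4 loading, 110 s read | Detection: Kinetic Fluo4 calcium fluorescence | Measure: Integrated baseline-normalised fluorescence ratio, converted to per-well B score | Benchmarks: Low control buffer alone, high control maximal DAMGO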
Dyrk1A ADPGlo = rat Dyrk1A kinase inhibitors, primary screen, biochemical, single point, plate reader; ADP-Glo luminescence, NFATc1 peptide; inhibition, % at 12.5 µM; actives 0.43% (n = 310,000); Dual specificity tyrosine-phosphorylation-regulated kinase 1A (Rattus norvegicus), Q63470; in the data active = inhibition above about 50%;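 also: plate controls were vehicle with enzyme for no effect and no enzyme for full effect; many of its hits are not listed in these tables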
TRPC4 block = inhibitors of mouse TRPC4 channel, primary screen, Fluo4 calcium, HEK293 TRPC4beta/mu-opioid cells | Short transient receptor potential channel 4 (Mus musculus), Q9QUQ5 | DAMGO-evoked Fluo4 calcium flux; hits give low values | B-score at 10 µM | actives 0.39% (n = 300,000) | AID 2247, 2010;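 active = B-score over 3 SD under the library average, no early fluorescence shift, positive overall ratio signal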
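Assay system: HEK293 cells with stable TRPC4beta plus mu-opioid receptor expression; Probe or stimulus: DAMGO in two steps, submaximal then maximal; Dosing: single-point compound dosing; Measured by: Fluo4 calcium-dye fluorescence, kinetic read; Read-out basis: B score from integrated Fluo4 fluorescence ratio.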
KCNQ1 act = potentiators or activators of KCNQ1 channel, primary screen, cell-based, thallium flux, high-throughput. B-score at 10 µM. CHO-K1 KCNQ1, thallium flux FluxOR fluorescence; hits give high values. actives 0.35% (n = 310,000);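 active = fluorescence ratio B-score, a plate-corrected score, at least three library SD, with initial intensity B-score within 5 SD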
Target sequence (P51787 whole entry, looked up): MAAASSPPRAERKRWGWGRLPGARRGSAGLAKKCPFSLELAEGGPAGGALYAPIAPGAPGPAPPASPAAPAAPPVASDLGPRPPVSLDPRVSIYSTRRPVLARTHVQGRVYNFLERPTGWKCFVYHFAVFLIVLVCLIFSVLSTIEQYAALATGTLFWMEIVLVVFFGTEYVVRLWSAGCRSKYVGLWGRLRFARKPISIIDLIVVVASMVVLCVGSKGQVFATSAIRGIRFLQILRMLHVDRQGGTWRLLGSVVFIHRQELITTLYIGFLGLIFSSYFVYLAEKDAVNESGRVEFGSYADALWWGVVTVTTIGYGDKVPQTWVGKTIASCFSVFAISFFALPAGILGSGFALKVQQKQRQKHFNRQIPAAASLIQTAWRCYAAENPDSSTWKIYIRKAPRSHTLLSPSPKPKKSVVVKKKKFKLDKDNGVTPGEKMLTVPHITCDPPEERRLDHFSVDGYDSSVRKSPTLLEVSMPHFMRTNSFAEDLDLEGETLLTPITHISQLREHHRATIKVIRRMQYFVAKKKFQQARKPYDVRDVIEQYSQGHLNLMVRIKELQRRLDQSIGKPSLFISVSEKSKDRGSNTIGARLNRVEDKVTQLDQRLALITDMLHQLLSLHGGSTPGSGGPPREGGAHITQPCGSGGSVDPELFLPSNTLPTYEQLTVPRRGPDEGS
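assay system = CHO-K1 cells stably expressing KCNQ1 | medium = assay buffer, equal DMSO in all wells | timing = 37 °C overnight plating, 90-min dark dye load, 20-min compound pretreatment | measured by = kinetic FluxOR thallium fluorescence, 10-s 1-Hz baseline, 110-s post-stimulus read | measure = fluorescence change relative to baseline, converted to B score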
KCNK9 block = KCNK9 potassium channel inhibitors, primary screen, HEK293 cells, thallium flux | actives 1.2% (n = 310,000) | Potassium channel subfamily K member 9 (Homo sapiens), Q9NPC2 | B-score at 10 µM | FluxOR thallium flux fluorescence; hits give low values;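 active = ratio B-score over 3 SD below the library mean, with starting fluorescence within 5 SD of its mean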;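 also: negative B-score means less thallium flux so channel inhibition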
Target sequence (Q9NPC2 whole entry, looked up): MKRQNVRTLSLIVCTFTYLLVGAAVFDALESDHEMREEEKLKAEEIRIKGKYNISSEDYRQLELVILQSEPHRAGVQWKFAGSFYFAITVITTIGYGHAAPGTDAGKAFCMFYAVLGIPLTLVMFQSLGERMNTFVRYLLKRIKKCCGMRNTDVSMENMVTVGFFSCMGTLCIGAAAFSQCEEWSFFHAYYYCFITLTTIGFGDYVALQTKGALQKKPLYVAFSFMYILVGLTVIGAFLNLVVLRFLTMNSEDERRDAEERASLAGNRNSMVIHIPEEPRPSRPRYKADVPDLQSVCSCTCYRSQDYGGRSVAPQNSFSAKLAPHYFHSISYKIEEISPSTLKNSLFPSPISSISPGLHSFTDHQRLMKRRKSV
PolyA inhibitor = polyadenylation inhibitors in yeast reporter cells, primary screen, luminescence, S. cerevisiae. S. cerevisiae SKY197-pL101 polyadenylation reporter, beta-gal luminescence; efflux-impaired pdr1/pdr3 knockout yeast; score 100 = 6 SD above DMSO. calls only at 12 µM. actives 0.02% (n = 300,000);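 active = lowest replicate activity score at least 50, where 100 means six control SD above control mean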;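 also: yeast exposed to compound for 9 h at 30 °C; higher score means more reporter readthrough which indicates perturbed polyadenylation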
TRPC4 potent = positive allosteric modulators of TRPC4, primary screen, cell-based, mouse TRPC4beta, HEK293 mu-opioid, Fluo-4 calcium; actives 0.42% (n = 310,000); Short transient receptor potential channel 4 (Mus musculus), Q9QUQ5; B-score at 10 µM; DAMGO EC20, Fluo-4 Ca2+ flux; hits give high values;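 active = B-score of calcium response area above 5 SD of library B-scores, with initial fluorescence ratio within 5 SD of library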;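 also: B-score of integrated fluorescence ratio over time as area under calcium response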
KCNK3 inh = human KCNK3 channel inhibitors, primary screen, CHO cells, FluxOR thallium flux, B-score | Potassium channel subfamily K member 3 (Homo sapiens), O14649 | FluxOR fluorescence; hits give low values | B-score at 10 µM | actives 0.84% (n = 340,000) | AID 602410, 2012;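 active = B-score under library mean minus 4 SD, starting fluorescence ratio at most library mean plus 5 SD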;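 also: more negative B-score means stronger inhibition of thallium flux through KCNK3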
KCNQ1 inh = inhibitors of human KCNQ1 channel, primary screen, cell-based, thallium flux, high-throughput. B-score at 10 µM. Potassium voltage-gated channel subfamily KQT member 1 (Homo sapiens), P51787. actives 1.3% (n = 310,000). AID 2642, 2010. CHO-K1 KCNQ1, FluxOR thallium flux fluorescence; hits give high values;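 active = compounds whose thallium flux B-score, printed positive for inhibition, exceeds three library SD while starting fluorescence stays within three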;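 also: channel opened by potassium depolarization with thallium stimulus after 20 min compound exposure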
The depositor's hits bear a star; i = inactive; nt = no result given. Some of the compounds tested, so the mix of outcomes need not match the whole.

SMILES | Platelet DG rel | hERG rescue | TRPC4 agonist | Dyrk1A ADPGlo | TRPC4 block | KCNQ1 act | KCNK9 block | PolyA inhibitor | TRPC4 potent | KCNK3 inh | KCNQ1 inh
COc1ccc(C(C)=O)cc1COC(=O)CNC(=O)c1ccc(Cl)cc1 | 0 | -9 | i | -1 | i | i | i | i | i | i | i
COCCCNc1nc2c(-c3cccc(C)c3)nnn2c2ccccc12 | 5 | -6 | i | 0 | i | i | i | i | i | i | i
Cc1ccc(-c2nc(Nc3cccc(O)c3)c3ccccc3n2)cc1 | -2 | -6 | i | 64* | i | i | i | i | i | i | i
CN(C(=O)CSc1nnc(CN2CCCC2)n1Cc1ccccc1)c1ccccc1 | -2 | -11 | i | -8 | i | i | i | i | i | i | i
O=C(COC(=O)COc1ccccc1F)Nc1ccc(Cl)cn1 | -1 | -14 | i | 0 | i | i | i | i | i | i | i
O=C(CSc1nnc(-c2ccc(F)cc2)o1)N1CCCC1 | -1 | -4 | i | -7 | i | i | i | i | i | i | i
COC(=O)N1CCCc2cc(C)ccc21 | 3 | -11 | i | 1 | i | i | i | i | i | i | i
COc1cccc(C2CC(c3ccccc3)Nc3ncnn32)c1 (configuration not stated) | -11 | -6 | i | -1 | i | i | i | i | i | i | i
Cc1cc(=O)n2nc(N3CCC(C(=O)Nc4cccc(Cl)c4C)CC3)sc2n1 | -9 | -5 | i | nt | i | i | i | i | i | i | i
O=C(CN(C(=O)CNC(=O)c1cccs1)c1ccccc1F)NC1CCCC1 | 4 | -8 | i | -5 | i | i | i | i | i | i | i
CCOc1ccc(-c2cn3ccccc3n2)cc1[N+](=O)[O-] | 6 | -1 | i | -5 | i | i | i | i | i | i | i
Cc1ccc(S(=O)(=O)N2CCCCC2)cc1C(=O)N(CCc1ccccc1)Cc1ccccc1 | -4 | -14 | i | 1 | i | i | -16* | i | i | i | i
CC(C)CNC(=O)C1CCN(Cc2ccc(OCc3ccccc3)cc2)CC1 | 1 | -7 | i | -3 | i | i | i | i | i | i | i
COc1cc(/C=C/C(=O)c2cccc([N+](=O)[O-])c2)cc(OC)c1OC | -13 | -7 | i | 2 | i | i | i | i | i | i | i
Cc1cc(NC(=O)COn2nnc3ccc(S(C)(=O)=O)cc32)ccc1Br | 1 | -8 | i | -2 | i | i | i | i | i | i | i

Brought forward from above: three entries; new compounds follow.
SMILES | Platelet DG rel | hERG rescue | TRPC4 agonist | Dyrk1A ADPGlo | TRPC4 block | KCNQ1 act | KCNK9 block | PolyA inhibitor | TRPC4 potent | KCNK3 inh | KCNQ1 inh
CC(C)CNC(=O)C1CCN(Cc2ccc(OCc3ccccc3)cc2)CC1 | 1 | -7 | i | -3 | i | i | i | i | i | i | i
COc1cc(/C=C/C(=O)c2cccc([N+](=O)[O-])c2)cc(OC)c1OC | -13 | -7 | i | 2 | i | i | i | i | i | i | i
Cc1cc(NC(=O)COn2nnc3ccc(S(C)(=O)=O)cc32)ccc1Br | 1 | -8 | i | -2 | i | i | i | i | i | i | i
O=[N+]([O-])c1ccc(O)c(Nc2c([N+](=O)[O-])ccc3nonc23)c1 | 10 | 2 | i | 2 | i | i | i | i | i | i | i
COc1ccc(CN2C(=O)CN=C2Nc2cccc(C)c2C)cc1 | -1 | -13 | i | 3 | i | i | i | i | i | i | i
COc1ccc(S(=O)(=O)N2CCC(C(=O)NCCCc3ccccc3)CC2)cc1 | 1 | -1 | i | -2 | i | i | i | i | i | i | i
COc1ccccc1C(=O)NNC(=O)c1ccc(C)cc1 | 3 | -5 | i | 0 | i | i | i | i | i | i | i
CCn1c(=O)n(CC)c2cc(N3CCCC3)c(NC(=O)c3cccc(Cl)c3)cc21 | 2 | -9 | i | 3 | i | i | i | i | i | i | i
CC(C)c1nc(SCC(=O)Nc2nc3c(s2)CCCC3)c2ccccc2n1 | 1 | -6 | i | 12 | i | i | i | i | i | i | i
COc1ccc(N(Cc2ccccc2)N=O)cc1 | 0 | -10 | i | 11 | i | i | i | i | i | i | i
COc1ccc(CC(O)CC2c3c(cc4c(c3OC)OCO4)CCN2C)cc1 (configuration not stated) | -3 | -6 | 58* | 12 | -6* | i | i | i | i | i | i
O=C(O)c1ccc2oc(=O)c(S(=O)(=O)c3ccccc3)cc2c1 | -5 | -5 | i | 7 | i | i | i | i | i | i | i
O=S(=O)(c1cnccc1N1CCN(CCO)CC1)N1CCCCC1 | -1 | -7 | i | 4 | i | i | i | i | i | i | i
Cn1c(SCC(=O)N2CCCCCC2)nc2c(c1=O)SCC2 | -6 | -9 | i | -5 | i | i | i | i | i | i | i
O=C(C1=C(O)C(=O)N(Cc2ccco2)C1c1cccnc1)c1cc2ccccc2o1 (configuration not stated) | -7 | -8 | i | 2 | i | i | i | i | i | i | i
COc1ccc(NC(=O)Nc2ccc(OCc3ccccc3)cc2)cn1 | 5 | -6 | i | 9 | i | i | i | i | i | i | i
O=C(c1ccccc1)c1ccc2nc(-c3ccco3)c(-c3ccco3)nc2c1 | 5 | -17 | i | -4 | i | i | i | i | i | i | 9*
Cc1nn(S(=O)(=O)N2CCCCC2)c(C)c1Br | 1 | -5 | i | 34 | i | i | i | i | i | i | i
CN(NC1OC(=O)c2ccccc21)c1ncc(Cl)cc1C(F)(F)F (configuration not stated) | -14 | -9 | i | nt | i | i | i | i | i | i | i
CC#CCCC(=O)N1C=Cc2ccccc2C1C#N (configuration not stated) | 0 | -5 | i | -5 | i | i | i | i | i | i | i
COc1ccc(C(=O)C2CCN(C(=O)Nc3ccc(C)cc3)CC2)cc1 | 13 | -6 | i | -2 | i | i | i | i | i | i | i
COc1ccccc1C(=O)NNC(=O)C1CC=CCC1 (configuration not stated) | -5 | -1 | i | -3 | i | i | i | i | i | i | i
CC(C)(C)c1nnc2sc(SCC(=O)c3ccc(Cl)cc3)nn2c1=O | 8 | -2 | i | -1 | i | i | i | i | i | i | i
CSc1ccccc1NC(=O)c1cccc(S(=O)(=O)N2CCN(C)CC2)c1 | -5 | -9 | i | -5 | i | i | i | i | i | i | i
CC(=O)c1ccccc1OCC(O)Cn1ccnc1 (configuration not stated) | -12 | -6 | i | 0 | i | i | i | i | i | i | i
CCOC(=O)N1CCN(C(=O)c2cc3c(=O)n4ccccc4nc3s2)CC1 | 2 | -7 | i | -2 | i | i | i | i | i | i | i
CN(CC(=O)NCCc1ccccc1)S(=O)(=O)c1ccccc1 | -7 | -2 | i | -1 | i | i | i | i | i | i | i
O=[N+]([O-])c1ccc2nc(-c3ccccc3)oc2c1 | -2 | -15 | i | 3 | i | i | i | i | i | i | i
CN(CC(=O)Nc1ccc2c(c1)OCCO2)S(=O)(=O)c1ccc(Br)s1 | 1 | -8 | i | 9 | i | i | i | i | i | i | i
C[C@H](NC(=O)c1cc2cc(Cl)ccc2n1C)C(=O)N1CCC[C@H]1C(=O)O | 5 | -6 | i | 7 | i | i | i | i | i | i | i
O=S(=O)(NCC(c1ccco1)N1CCN(c2ccccc2)CC1)c1ccc(F)cc1 (configuration not stated) | -10 | -9 | i | -11 | i | i | i | i | i | i | i
Cc1cc(C)n2ncc(C(=O)O)c2n1 | 14 | -7 | i | 0 | i | i | i | i | i | i | i
Cc1cc(NC(=O)CSc2nnc(-c3ccccc3)c(-c3ccccc3)n2)no1 | 3 | -8 | i | nt | i | i | i | i | i | i | i
O=c1[nH]cnc2sc3c(c12)CCCC3 | -1 | -6 | i | 41 | i | i | i | i | i | i | i
CCN(CC)S(=O)(=O)c1ccc(OC)c(NC(=O)CCS(=O)(=O)Cc2ccccc2)c1 | -11 | -9 | i | -5 | i | i | i | i | i | i | i
Cc1onc(C(=O)NN)c1-c1csc(COc2ccccc2)n1 | 0 | -3 | i | nt | i | i | i | i | i | i | i
Cc1nnc(SCC(=O)Nc2ccccc2)[nH]c1=O | -5 | -12 | i | -9 | i | i | i | i | i | i | i
O=C(Nc1ccc2c(c1)CCC2)Nc1ccc2c(c1)OCO2 | -3 | -7 | i | 2 | i | i | i | i | i | i | i
O=C(CN(Cc1ccccc1)C(=O)c1csnn1)NCc1ccccc1 | -3 | -4 | i | -3 | i | i | i | i | i | i | i
O=C(N(c1ccccc1)c1ccccc1)N(c1ccccc1)c1ccccc1 | -7 | -10 | i | nt | i | i | i | i | i | i | i
CC(C)(C)OC(=O)N1CCCC(C(=O)CC#N)C1 (configuration not stated) | nt | -11 | i | 9 | i | i | i | i | i | i | 9*
COc1ccccc1N(Cc1ccccc1)S(=O)(=O)c1cccc(C(=O)NC2CC(C)(C)NC(C)(C)C2)c1 | -1 | -19 | i | 4 | i | i | i | i | i | i | i
Cc1cc(C)c(S(=O)(=O)Nc2ccc(Cl)cn2)c(C)c1 | 7 | -2 | i | 0 | i | i | i | i | i | i | i
O=C(CN1CCCC1)Nc1ccc(Br)cc1[N+](=O)[O-] | 6 | -4 | i | 1 | i | i | i | i | i | i | i
O=C(NNC1=NS(=O)(=O)c2ccccc21)c1ccc(Cl)cc1 | -2 | 0 | i | -1 | i | i | i | i | i | i | i
O=C(Nc1ncc(Cc2cccc(C(F)(F)F)c2)s1)C1CCCO1 (configuration not stated) | 1 | -5 | i | -6 | i | i | i | i | i | i | i
